SENP8 block: human SENP8 protease inhibitors, primary screen, biochemical, fluorescence, Nedd8 protein substrate, uHTS; Sentrin-specific protease 8 (Homo sapiens), Q96LD8; recombinant SENP8; inhibition, % at 20 µM; 360,000 compounds, 0.64% hits; AID 602440, 2012; in the data active means inhibition mostly above about 40%, no sharp cut-off; inactive means mostly below about 27%
Target sequence (Q96LD8 whole entry, looked up): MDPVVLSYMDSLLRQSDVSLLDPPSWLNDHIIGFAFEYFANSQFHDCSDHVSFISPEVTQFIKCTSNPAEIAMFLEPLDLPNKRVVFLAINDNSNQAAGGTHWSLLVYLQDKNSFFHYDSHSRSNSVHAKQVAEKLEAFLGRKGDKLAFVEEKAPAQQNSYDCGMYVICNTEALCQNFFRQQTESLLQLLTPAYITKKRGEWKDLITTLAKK
MPTP block: mitochondrial permeability transition pore inhibitors, primary screen, biochemical, isolated mouse mitochondria, absorbance | Ca2+ swelling absorbance, 30 min | inhibition, % at 10 µM | 360,000 compounds, 1.4% hits | AID 602449, 2012;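 active means inhibition of 50% or more, scaled per plate between neutral and stimulator controls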;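 further: 0% = DMSO wells given calcium and 100% = 1 mM EGTA wells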
SENP1 FRET inh: human SENP1 catalytic domain inhibitors, primary screen, biochemical, FRET, uHTS | inhibition, % at 10 µM | 360,000 compounds, 0.21% hits | recombinant SENP1 catalytic domain, CyPet-SUMO1-YPet FRET cleavage | Sentrin-specific protease 1 (Homo sapiens), Q9P0U3;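 active means inhibition at least 30% at 10 µM, raw YFP signal under a set limit, fluorescence ratio 0.5 to 1.5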;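 further: 0% = enzyme with DMSO and 100% = no enzyme wells; some results filed as inactive read as strong as hits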
Target sequence (Q9P0U3 419-644 limits assumed): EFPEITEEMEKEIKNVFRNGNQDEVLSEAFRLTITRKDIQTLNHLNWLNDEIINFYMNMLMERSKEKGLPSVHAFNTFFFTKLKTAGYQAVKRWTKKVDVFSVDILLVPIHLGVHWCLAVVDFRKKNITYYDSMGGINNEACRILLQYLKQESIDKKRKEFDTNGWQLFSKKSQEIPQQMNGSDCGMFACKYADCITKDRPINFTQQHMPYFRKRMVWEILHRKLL
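material = recombinant human SENP1 catalytic domain, His6-tagged | quantity = 20 pM enzyme | reagent = 25 nM SUMO1 FRET substrate | compound dosing = 10 µM single point, 0.5% DMSO | timing = 50 min enzyme reaction, room temperature, light-protected | detection = FRET, CFP and YFP emission | control set = no-enzyme low, enzyme-DMSO high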
ATG4B inh: ATG4B protease inhibitors, primary screen, biochemical, fluorescence, uHTS | 340,000 compounds, 0.51% hits | ATG4B cleavage of LC3-PLA2, NBD-HPC fluorescence, 1 h | AID 504462, 2011 | inhibition, % at 8.33 µM; in the data active means inhibition above about 40%
hIAP activ: human IAP activators, primary screen, biochemical, luminescence, uHTS | AID 2524, 2010 | purified human IAP, CDP-Star luminescence, 30 min; hits give high values; 1 = vehicle-only enzyme, 0 = enzyme-free background | activation factor at 10 µM | 330,000 compounds, 0.16% hits;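 active means activation factor of the enzyme at least 2-fold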; further: the source names both 10 and 20 µM as test concentration; values of inactives mirror those of a sister screen read the other way
Target sequence (P09923 whole entry, looked up): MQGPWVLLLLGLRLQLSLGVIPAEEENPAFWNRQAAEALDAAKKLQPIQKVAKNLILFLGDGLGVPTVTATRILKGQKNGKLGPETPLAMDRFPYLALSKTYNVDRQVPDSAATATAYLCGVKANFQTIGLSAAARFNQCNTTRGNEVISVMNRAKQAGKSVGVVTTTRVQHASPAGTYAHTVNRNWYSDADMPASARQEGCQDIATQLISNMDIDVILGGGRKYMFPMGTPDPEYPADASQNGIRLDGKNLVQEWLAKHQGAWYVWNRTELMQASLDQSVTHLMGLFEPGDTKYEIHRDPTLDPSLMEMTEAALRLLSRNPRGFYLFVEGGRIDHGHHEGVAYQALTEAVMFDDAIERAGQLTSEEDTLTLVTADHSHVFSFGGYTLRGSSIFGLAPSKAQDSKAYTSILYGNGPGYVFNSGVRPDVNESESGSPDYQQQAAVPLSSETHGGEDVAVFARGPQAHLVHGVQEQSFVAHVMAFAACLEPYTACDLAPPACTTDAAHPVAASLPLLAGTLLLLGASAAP
PfGluPho inh: PfG6PD enzyme inhibitors, primary screen, biochemical, fluorescence intensity, uHTS | AID 504690, 2011 | inhibition, % at 20 µM | PfGluPho enzyme, NADPH resazurin-diaphorase fluorescence | 350,000 compounds, 0.78% hits | glucose-6-phosphate dehydrogenase-6-phosphogluconolactonase (Plasmodium falciparum 3D7);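 active means inhibition reaching at least a set limit at 20 µM in the primary screen, cut at about 59% in these data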;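 further: 0% = DMSO wells with substrate and 100% = DMSO wells lacking glucose-6-phosphate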
SENP6 block: SENP6 protease inhibitors, primary screen, biochemical, luminescence, uHTS; Sentrin-specific protease 6 (Homo sapiens), Q9GZR1; inhibition, % at 10 µM; Recombinant SENP6 catalytic domain, aminoluciferin luminescence; 330,000 compounds, 1.8% hits;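 active means inhibition above about 50% at the single tested dose, limit read from the data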;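 further: plate controls were DMSO wells with enzyme for no effect and DMSO wells lacking enzyme for full effect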
NR3A LBD binder: binders of NR3A ligand-binding domain, primary screen, biophysical, differential scanning fluorimetry, uHTS; Glutamate receptor ionotropic, NMDA 3A (GRIN3A) ligand-binding domain; NR3A LBD differential scanning fluorimetry, Tm shift; 0% = protein alone, 100% = glycine-bound protein; Tm shift relative to glycine control, % at 25 µM; 340,000 compounds, 2.5% hits; AID 1259313, 2017;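 active means melting temperature shift of at least 10% of the positive control shift, at one fixed dose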
* = called active by the depositor; x = no result given.

SMILES	SENP8 block	MPTP block	SENP1 FRET inh	ATG4B inh	hIAP activ	PfGluPho inh	SENP6 block	NR3A LBD binder
COc1ccc(OCCCC(=O)Nc2cccc(S(=O)(=O)N3CCCCCC3)c2)cc1	3	0.3	0	-2	0.94	15	21	-2
O=C(NC1CCCCCC1)C1CCN(S(=O)(=O)c2cnc[nH]2)CC1	16	-2.4	-1	-8	0.91	-2	-10	-1
Cc1nnc(SCC(C)C)[nH]c1=O	22	0.1	-1	-11	1.1	4	19	-1
CC1(C)CC(=O)C(C=NCCN2CCN(CC(=O)Nc3ccccc3)CC2)=C(O)C1	9	-1.2	0	6	0.9	-9	-6	2
CC(=NNS(=O)(=O)c1ccc(C)cc1)c1ccncc1	4	0.6	2	x	x	-3	x	x
O=C(c1ccc(Cl)cc1)C1CCN(Cc2ccccc2)CC1	0	0.8	-26	9	0.9	-9	17	-1
Cc1nn2c(NCCN3CCOCC3)c3c(nc2c1-c1ccccc1)CCCC3	-378	2.3	2	4	0.86	7	-12	-1
O=C1C(Cl)=C(N2CCCC2)C(=O)N1c1ccccc1F	7	4.2	10	8	1.2	-7	-6	-5
CC1CCN(c2c(NCC3CCC(C(=O)N4CCCCC4)CC3)c(=O)c2=O)CC1 (stereo not drawn)	8	-0.6	3	-2	0.75	3	-7	-1
CCN(C(=O)c1cc2c(=O)n3cccc(C)c3nc2s1)C1CCCCC1	-326	0.5	-34	-12	0.99	30	-28	1
O=C(c1ccc2c3n(nc2c1)-c1ccccc1CO3)N1CCOCC1	-107	-1.9	-1	-7	1	8	93*	1
Cn1c(COc2ccccc2)nnc1SCc1nc2ccccc2[nH]1	-65	-0.8	-8	1	1.3	1	-27	3
COc1ccccc1-n1c(SCc2cc(=O)oc3cc(O)ccc23)nc2ccccc2c1=O	-358	4.9	-101	11	0.89	-12	-10	-9
CC1SC(C)C(=O)N(CC(=O)Nc2ccc3c(c2)OCO3)C1=O (stereo not drawn)	0	1.3	-2	-11	1.3	13	-12	-4
COc1ccc(-n2c(SCC(=O)Nc3nccs3)nc3c(c2=O)SC(C)C3)cc1 (stereo not drawn)	6	-1.6	1	11	1	48	-14	0
CCOC(=O)c1ccc(S(=O)(=O)N2CC(=O)Nc3ccccc32)cc1	-188	-1.6	-49	-4	0.96	12	14	2
Cc1ccc2c(Cn3ccnc3)cc(=O)oc2c1C	11	0.5	1	-1	0.98	-1	-13	-1
COc1ccc(-c2nnc3n2-c2ccccc2SC3)cc1OC	15	-6.2	0	-7	1	-3	-14	0
CC(=O)Nc1cccc(NC(=O)COc2ccc3c(c2)CCC3)c1	3	0.8	0	3	1.1	-3	4	1
CCOC(=O)N1CCN(C(=O)CNC(=O)c2nn(-c3ccc(OC)cc3OC)c(=O)c3ccccc23)CC1	-17	-0.9	1	-3	0.92	-7	-17	-2
COc1cc(/C=C2\CCC(C)C3=C(c4cc(OC)c(OC)c(OC)c4)C(C#N)=C(N)OC32)cc(OC)c1OC (stereo not drawn)	-236	-2.2	-9	-1	x	35	x	1
COc1cccc(CN2c3ccc(Br)cc3C(=O)CS2(=O)=O)c1	-10	2.1	1	3	0.99	-31	-6	-13
COc1ccc(Cl)c(OC)c1C(=O)NC(=O)Nc1c(F)cc(F)cc1F	18	1.7	2	1	1.5	3	-7	-2
COc1ccc(/C=C/C(=O)Nc2ccc(C(C)=O)cc2)cc1S(=O)(=O)N1CCOCC1	1	0.4	0	x	x	-1	x	x
COC(=O)CSc1cccc2c1C(=O)CC2c1ccccc1 (stereo not drawn)	4	-0.4	3	-7	0.91	-3	-16	2

The final two records of the section above open the next one.
SMILES	SENP8 block	MPTP block	SENP1 FRET inh	ATG4B inh	hIAP activ	PfGluPho inh	SENP6 block	NR3A LBD binder
COc1ccc(/C=C/C(=O)Nc2ccc(C(C)=O)cc2)cc1S(=O)(=O)N1CCOCC1	1	0.4	0	x	x	-1	x	x
COC(=O)CSc1cccc2c1C(=O)CC2c1ccccc1 (stereo not drawn)	4	-0.4	3	-7	0.91	-3	-16	2
CCN(CC)S(=O)(=O)c1cc(NC(=O)c2cc([N+](=O)[O-])ccc2N2CCOCC2)ccc1C	13	1.2	2	-8	1	43	-2	0
Cc1cc(NC(=O)CCC(=O)N(c2cccc(F)c2)C(C(=O)NC2CCCC2)c2ccncc2)no1 (stereo not drawn)	15	-0.7	1	-11	0.81	-3	-10	0
Cc1cc(C)nc(SCC(=O)Nc2sc3c(c2C#N)CCC(C)C3)n1 (stereo not drawn)	18	47	2	-10	0.96	3	-9	-14
O=c1c2ccccc2nc(N2CCN(c3ccccc3)CC2)n1Cc1ccccc1	-14	1.2	2	6	0.81	2	-4	4
Cc1cc(C(=O)OCC(=O)Nc2ccccc2Br)c(C)o1	10	-1.9	4	5	0.99	-17	-11	-1
COC(=O)c1cn(-c2ccc(F)cc2)c(=O)c2ccccc12	-18	0.3	1	8	1.1	5	-4	-1
CCOC(=O)N1CCC(N(CCN(C)C)C(=S)Nc2ccccc2OCC)CC1	21	1.2	1	-7	1.2	-15	-23	0
C=CCn1c(C(CCCC)CC(C)O)n[nH]c1=S (stereo not drawn)	14	1.0	0	-7	0.99	20	0	-4
CCc1ccc(C(C(=O)NC2CCCC2)N(C(=O)c2csnn2)C2CC2)cc1 (stereo not drawn)	7	-0.4	0	2	0.93	-1	9	0
O=C(NNC(=O)c1ccccc1C(=O)O)c1ccc(S(=O)(=O)N2CCCCC2)cc1	10	-2.2	1	2	0.95	-29	-27	0
COc1ccc(S(=O)(=O)Nc2c(C(=O)O)[nH]c3ccc(OC)cc23)c(OC)c1	-40	-0.3	-10	-15	1	67*	16	-7
COc1ccc(C(=O)Nc2cc(=O)n(C)c(=O)n2C)cc1OC	2	-3.8	1	1	1	6	-13	3
O=C1CSC(c2ccc([N+](=O)[O-])cc2)N1C1CCCCC1 (stereo not drawn)	23	-1.1	0	-1	1.2	3	-15	-1
NC(=O)CSc1nc2ccccc2c(=O)n1Cc1ccccc1	20	3.3	-4	5	0.85	0	2	-1
CCN(CC)C(=O)CC(c1ccc(N(C)C)cc1)c1c(O)cc(OC)cc1OC (stereo not drawn)	6	3.3	1	-3	1	6	-23	-1
CCCN1CCC(=O)NC1=S	2	-1.4	4	-1	x	-11	x	-1
Cc1nc(NC2CCCC2)sc1C(=O)N(C)C	15	-1.3	1	2	1.1	1	-9	-2
Cc1nc(-c2cccnc2)sc1C(=O)Nc1ccc(Cl)cc1	8	5.5	-8	-8	0.96	16	-20	-4
CC(C(=O)Nc1ccc(N2CCOCC2)cc1)N1C(=O)c2ccccc2C1=O (stereo not drawn)	16	-1.8	2	-1	1	-4	0	x
COc1ccccc1N1C(=O)c2cccc3c(C(=O)O)ccc(c23)C1=O	10	-0.9	3	-5	0.98	-10	0	-1
CCN(CC)c1ccc(/C=N/NS(=O)(=O)c2ccc(C)c([N+](=O)[O-])c2)cc1	-2	1.9	-12	1	1.1	-5	8	7
O=C(CSc1nc2cccnc2n1Cc1ccccc1)NC1CCCCC1	-38	1.6	-15	-14	0.97	21	0	-1
Cc1ccc(C(=O)N2CCN(c3ccccc3)CC2)cc1C	14	0.1	2	-3	0.84	-8	-17	-3
CCc1ccc(/C=N\NC(=O)c2ccc(Br)o2)s1	-26	1.0	3	3	0.97	5	55*	-6
O=C1c2cccc3cccc(c23)C(=O)N1OS(=O)(=O)c1ccc(Cl)cc1	-388	3.6	-5	-10	0.9	2	-12	-4

Compounds from the list above that contain bromine (3):
SMILES	SENP8 block	MPTP block	SENP1 FRET inh	ATG4B inh	hIAP activ	PfGluPho inh	SENP6 block	NR3A LBD binder
COc1cccc(CN2c3ccc(Br)cc3C(=O)CS2(=O)=O)c1	-10	2.1	1	3	0.99	-31	-6	-13
Cc1cc(C(=O)OCC(=O)Nc2ccccc2Br)c(C)o1	10	-1.9	4	5	0.99	-17	-11	-1
CCc1ccc(/C=N\NC(=O)c2ccc(Br)o2)s1	-26	1.0	3	3	0.97	5	55*	-6

Carrying on.
SMILES	SENP8 block	MPTP block	SENP1 FRET inh	ATG4B inh	hIAP activ	PfGluPho inh	SENP6 block	NR3A LBD binder
CC(C)(C)n1ncc2c(=O)n(Cc3cccc(Cn4cnc5c(cnn5C(C)(C)C)c4=O)c3F)cnc21	23	95*	-1	-2	1.1	8	-16	1
CCCOP(=O)(c1ccc(N(C)C)cc1)C(O)c1cc(OC)c(OC)c(OC)c1 (stereo not drawn)	37	-1.0	2	-13	1	1	10	4
CC(C)(C)c1ccc(S(=O)(=O)N2CCN(CC(=O)N3CC(=O)Nc4ccccc43)CC2)cc1	-21	0.5	-11	18	0.99	2	-17	-1
COc1ccc(CN(C)C(=O)CCCNC(=O)c2ccc(Cl)cc2)cc1	16	0.4	0	-7	0.89	-9	-8	-1
O=C(Cc1ccccc1)NCC(=O)N1CCCC1	2	-0.3	3	-4	0.94	8	-14	-2
CN(C)c1ccc(-c2nnn(Cc3ccccc3Br)n2)cc1	-16	-0.4	2	41*	1	3	4	3
Cc1ccccc1NC(=S)N(CCN(C)C)C(C)c1cccnc1 (stereo not drawn)	8	0.5	1	5	0.99	-1	15	-1
Cc1ccc(C(=O)NCC(=O)N/N=C/c2sccc2C)cc1[N+](=O)[O-]	18	-3.3	2	-1	1	0	5	-2
O=C(OCC(=O)c1cccc2ccccc12)c1ccc(CO)cc1	7	0.3	0	-4	1.1	38	42	-4
CCN(CC)C(=O)CSc1nnc(SCc2ccc(Cl)cc2)s1	8	-0.7	3	-4	1.2	-3	-15	-1

Ordered by value in PfGluPho inh (low to high): four of the compounds above.
smiles,MPTP block,SENP1 FRET inh,ATG4B inh,hIAP activ,PfGluPho inh,SENP6 block,NR3A LBD binder
COc1ccccc1-n1c(SCc2cc(=O)oc3cc(O)ccc23)nc2ccccc2c1=O,4.9,-101,11,0.89,-12,-10,-9
NC(=O)CSc1nc2ccccc2c(=O)n1Cc1ccccc1,3.3,-4,5,0.85,0,2,-1
Cc1nc(NC2CCCC2)sc1C(=O)N(C)C,-1.3,1,2,1.1,1,-9,-2
O=C1CSC(c2ccc([N+](=O)[O-])cc2)N1C1CCCCC1 (stereo not drawn),-1.1,0,-1,1.2,3,-15,-1

Pulled by structure from the list above (2):
SMILES	SENP8 block	MPTP block	SENP1 FRET inh	ATG4B inh	hIAP activ	PfGluPho inh	SENP6 block	NR3A LBD binder
Cc1cc(C)nc(SCC(=O)Nc2sc3c(c2C#N)CCC(C)C3)n1 (stereo not drawn)	18	47	2	-10	0.96	3	-9	-14
COc1ccc(C(=O)Nc2cc(=O)n(C)c(=O)n2C)cc1OC	2	-3.8	1	1	1	6	-13	3

From PubChem
